Screening results deposited in PubChem BioAssay by National Center for Advancing Translational Sciences (NCATS).
aGal spleen mod = qHTS Assay for Inhibitors and Activators of Human alpha-Galactosidase From Spleen Homogenate; Alpha-galactosidase A (Homo sapiens), P06280; human spleen homogenate, 4MU-alpha-Gal fluorescence, 40 min; Potency, µM (top dose mostly 80 µM), for the others: at the top dose activity change, negative = inhibition, usual class: inhibitors; AID 2107, 2009; hit rate 0.008% among 240,000;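 further: 0% = enzyme with vehicle and -100% = no enzyme basal signal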
Target sequence (P06280 32-429 limits assumed): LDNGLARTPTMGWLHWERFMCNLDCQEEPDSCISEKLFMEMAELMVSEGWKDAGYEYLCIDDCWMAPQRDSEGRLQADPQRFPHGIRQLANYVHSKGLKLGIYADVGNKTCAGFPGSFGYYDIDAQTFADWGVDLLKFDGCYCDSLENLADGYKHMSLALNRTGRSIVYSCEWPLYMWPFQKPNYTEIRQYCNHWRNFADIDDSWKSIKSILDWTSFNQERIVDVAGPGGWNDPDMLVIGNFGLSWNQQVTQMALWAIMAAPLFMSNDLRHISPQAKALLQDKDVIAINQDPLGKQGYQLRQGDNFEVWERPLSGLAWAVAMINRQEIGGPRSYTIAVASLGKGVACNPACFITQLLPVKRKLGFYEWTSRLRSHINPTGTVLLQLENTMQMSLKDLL
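Human spleen homogenate (1 ug) as enzyme source, 4-methylumbelliferyl-alpha-D-galactopyranoside 1 mM final, citrate/phosphate pH 5.0 with 0.01% Tween-20. Compounds 40 min at 37C, NaOH/glycine stop; fluorescence Ex 365/Em 440, Hill-fit AC50.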
SMN2 splice up = qHTS Assay for Enhancers of SMN2 Splice Variant Expression; HEK293 SMN2-luciferase splicing reporter, luminescence, 30-36 h; Potency, µM (top dose mostly 46.1 µM), for inactives: at the top dose activity change, positive = activation, hits mostly activators; hit rate 2.8% among 210,000; AID 1458, 2008; further: % of control where 0% means no effect; nearly all actives have a fitted effect of over 55% in size
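HEK293 cells carry an SMN2 […]–luciferase reporter in which exon 7 inclusion puts luciferase in frame. Cells were plated 10-12 h before compound addition, then incubated 30-36 h at 37C. ONE-Glo luminescence was read; sodium butyrate at 4.5 mM final served as control.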
RGS12 GoLoco inh = qHTS Assay for Inhibitors of RGS12 GoLoco Motif Activity (Red Fluorophore); AID 880, 2007; hit rate 0.44% among 230,000; Gai1:RGS12 GoLoco peptide FP, rhodamine, 10 min; Potency, µM (doses to about 61.6 µM), without a hit: at the highest dose activity, negative = inhibition, hits mostly inhibitors; active means well fitted inhibition curve with a large enough effect, not every such curve was filed as active; inactive means no such curve, though single readings can be large or run the other way; further: on the % scale 0 is the no-effect control and ±100 the full control effect; nearly all actives have a fitted effect of over 30% in size; many of its hits are not listed in these tables
aGlu spleen mod = qHTS Assay for Inhibitors and Activators of Human alpha-Glucosidase From Spleen Homogenate | Potency, µM (doses to about 79.9 µM), inactives show top-dose activity change, negative = inhibition, usual class: inhibitors | hit rate 0.006% among 240,000 | human spleen homogenate, 4-MU-alpha-glucoside fluorescence;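 further: 0% = enzyme with vehicle and -100% = no enzyme basal signal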
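Enzyme source: human spleen homogenate, 1 ug/well. Buffer 50 mM citric acid/K phosphate pH 5.0, 0.01% Tween-20. 4-MU-alpha-glucoside 1 mM; 37 C x 40 min; NaOH/glycine stop; fluorescence.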
GAA glycogen = qHTS Assay for Inhibitors and Activators of Human alpha-Glucosidase Cleavage of Glycogen. Potency, µM (doses to about 76.4 µM), for the others: top-dose activity change, negative = inhibition, usual class: inhibitors. Lysosomal alpha-glucosidase (Homo sapiens), P10253. recombinant GAA, glycogen substrate, Amplex Red glucose oxidase fluorescence. AID 2100, 2009. hit rate 0.38% among 300,000;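 further: 0% = full enzyme reaction and -100% = no-enzyme basal signal; the screen sought inhibitors and activators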
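Recombinant enzyme (4 nM final) with compounds titrated up to 77 uM and bovine liver glycogen (30 ug) in citrate pH 5.0, 0.01% Tween-20, 37 C 40 min. Released glucose detected by Amplex Red/glucose oxidase (Ex 573/Em 610); AC50 from Hill fits.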
KDM4E inh = qHTS Assay for Inhibitors of Human Jumonji Domain Containing 2E (JMJD2E); Lysine-specific demethylase 4E (Homo sapiens), B2RXH2; JMJD2E catalytic domain, FDH-coupled NADH fluorescence (FDH is formaldehyde dehydrogenase); Potency, µM (titrated, usually from 57.1 µM), for inactives: at the highest dose activity change, negative = inhibition, actives largely listed as inhibitors; hit rate 1.6% among 230,000; AID 2147, 2009; active means well fitted inhibition curve with a large enough effect, not every such curve was filed as active; inconclusive means small, poorly fitted or top-dose-only effect, or another doubt; inactive means no such curve, though single readings can be large or run the other way;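 further: 0% = wells with enzyme and -100% = buffer wells without enzyme; nearly all actives have a fitted effect of over 50% in size; many of its hits are not listed in these tables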
ALDH1A1 block = qHTS Assay for Inhibitors of Aldehyde Dehydrogenase 1 (ALDH1A1); Purified ALDH1A1, NADH fluorescence, propionaldehyde substrate; Potency, µM (top dose mostly 75.3 µM), inactives show at the top dose activity, negative = inhibition, actives largely listed as inhibitors; hit rate 7.3% among 220,000; AID 1030, 2008; active means well fitted inhibition curve with a large enough effect, not every such curve was filed as active; inconclusive means small, poorly fitted or top-dose-only effect, or another doubt; inactive means no such curve, though single readings can be large or run the other way;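 further: plate controls were no enzyme wells and a reference inhibitor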
Target sequence (P00352 whole entry, looked up): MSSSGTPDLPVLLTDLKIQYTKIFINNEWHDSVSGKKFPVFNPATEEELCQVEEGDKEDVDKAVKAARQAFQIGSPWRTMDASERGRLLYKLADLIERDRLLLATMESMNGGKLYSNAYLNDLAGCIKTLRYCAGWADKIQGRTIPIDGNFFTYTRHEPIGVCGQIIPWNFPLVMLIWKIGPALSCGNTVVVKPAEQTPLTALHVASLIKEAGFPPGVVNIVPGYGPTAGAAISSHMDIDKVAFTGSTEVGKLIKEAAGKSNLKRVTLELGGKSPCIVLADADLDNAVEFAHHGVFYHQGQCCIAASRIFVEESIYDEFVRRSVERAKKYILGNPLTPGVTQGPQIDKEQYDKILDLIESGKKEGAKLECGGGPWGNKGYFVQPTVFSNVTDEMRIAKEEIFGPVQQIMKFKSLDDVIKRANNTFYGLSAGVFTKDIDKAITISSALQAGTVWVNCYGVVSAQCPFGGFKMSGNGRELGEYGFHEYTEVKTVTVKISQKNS
GAA inh = qHTS Assay for Inhibitors of Human alpha-Glucosidase as a Potential Chaperone Treatment of Pompe Disease; Lysosomal alpha-glucosidase (Homo sapiens), P10253; purified human GAA, 4-MU-alpha-glucoside fluorescence; Potency, µM (doses to about 76.9 µM), for inactives: at the top dose activity change, negative = inhibition, most hits filed as inhibitors; hit rate 0.005% among 200,000; AID 1466, 2008;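 further: plate controls were uninhibited enzyme wells for no effect and no-enzyme background for full effect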
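Fluorescence at Ex 365/Em 440 nm from 4-methylumbelliferone reported enzyme activity after 20 min at room temperature. Reactions used 4 nM enzyme and 400 uM substrate at pH 5.0; curves fitted with the Hill equation.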
An asterisk follows results filed as active; ? = inconclusive; nt = no result given; [ ] = another dose, or the depositor's remark. Unless noted, the call rests on the fitted dose curve; in most records, active means well fitted curve in the direction sought with a large enough effect; inconclusive means small, poorly fitted or top-dose-only effect, or another doubt; inactive means no such curve, though single readings can be large; an effect the other way counts as inactive or inconclusive. Potency means the concentration at half of the fitted maximal effect.

Values in the order: aGal spleen mod	SMN2 splice up	RGS12 GoLoco inh	aGlu spleen mod	GAA glycogen	KDM4E inh	ALDH1A1 block	GAA inh
- CC1CCOC2(O1)C(=O)N(CN1CCN(c3ccccc3F)CC1)c1ccccc12 (stereo unspecified)
    -6%	7%	0%	-1%	6%	11%	-7%	1%
- O=C(NNc1cc(C(F)(F)F)nc2ccccc12)Nc1cccc(Cl)c1
    -5%	nt	5%	-4%	?	-3%	nt	nt
- CCOC(=O)c1[nH]c(C)c(CN(CCc2ccc(OC)c(OC)c2)C(=O)CCCC(=O)O)c1C
    -1%	14%	1%	3%	-7%	-8%	2%	-2%
- O=C(/C=C/c1cccs1)N1CCN(c2ccc(O)cc2)CC1
    6%	-60%[inhibitor]	-22%	1%	?	?	?	-9%
- O=C(COc1ccc(Cl)cc1Br)NNC(=O)C(=O)N1CCCCC1
    -7%	-15%	-9%	-15%	2%	9%	3%	-2%
- Cc1ccnc(NC(c2ccccc2O)c2oc(CO)cc(=O)c2O)c1 (stereo unspecified)
    -4%	13%	7%	-1%	?	?	13µM*	-3%
- CCN1CCN(Cc2ccc(NC(=O)c3cc(NC(=O)c4ccno4)cc(OC)c3)cc2C(F)(F)F)CC1
    1%	nt	13%	4%	6%	5%	nt	nt
- Cc1ccc2c(c1)Sc1c(ccc3ccccc13)N2
    12%	nt	-4%	7%	?	-14%	-3%	-1%[15.4 µM]
- O=C1c2ccccc2C(=O)N1CCOCCN1C(=O)c2ccccc2C1=O
    -3%	-9%	-3%	-1%	-8%	-3%	5%	2%
- Nc1ccc(S(=O)(=O)c2ccc(N)c(N)c2)cc1
    3%	-12%	-3%	3%	-6%	-7%	?	1%
- O=C(NCc1cccs1)c1nc2ncccn2n1
    -6%	-3%	0%	-8%	6%	2%	2%	-5%
- O=C(CCCn1c(=O)[nH]c2ccccc2c1=O)NCCSCc1ccccc1
    -21%	nt	4%	-5%	-10%	-5%	-6%	0%
- COc1ccc(-c2cc(C(=O)N3CCOCC3)c3cc(C)ccc3n2)cc1
    26%	1%	-21%	-9%	5%	?	?	?
- CC(C)(C)NC(=O)CN(C(=O)CNS(=O)(=O)c1ccccc1)c1ccc2c(c1)OCCO2
    1%	nt	5%	-6%	-19%	-4%	2%	-5%
- CN1/C(=C/C2CC(=O)N(c3cccc4ccccc34)C2=O)C(C)(C)c2ccccc21 (stereo unspecified)
    -3%	0%	113%[activator]	-8%	?	-5%	1%	-1%
- COC(=O)c1cc2sc(Cl)cc2n1Cc1nc(-c2ccccc2)oc1C
    2%	-39%[inhibitor]	4%	1%	-8%	7%	2%	-3%
- Cc1cc[n+](-c2[nH]c(=O)sc2/C=N/NC([S-])=Nc2ccccc2)cc1
    1%	4%	9%	-6%	?	-11%	25µM*	-2%
- CCOC(=O)C1CCN(c2ncnc3c2c(-c2ccccc2)cn3-c2ccc(C)cc2)CC1
    2%	-39%[inhibitor]	10%	5%	10%	?	?	1%
- O=C(Nc1ccccc1N1CCCCC1)c1ncoc1-c1ccc(F)cc1
    -2%	-37%[inhibitor]	6%	3%	-13%	?	?	-3%
- COc1cccc(CC(=O)Nc2ccc3nc(C)sc3c2)c1
    -14%	6%	5%	-4%	2%	7%	10%	7%
- CC(C)c1ccccc1NC(=O)COC(=O)Cc1c[nH]c2ccccc12
    2%	6%	4%	0%	7%	1%	7%	-12%
- CN1C(=O)CC(N2CCC(c3nc4ccccc4[nH]3)CC2)C1=O (stereo unspecified)
    -3%	-5%	10%	-3%	11%	8%	6%	-5%[15.4 µM]
- Cc1cccc(C)c1NC(=O)c1c(C)nn(-c2ccccc2)c1Cl
    -8%	-45%[inhibitor]	4%	-17%	-9%	4%	-5%	1%
- CNc1cc(CSc2ccc(Cl)cc2)nc(C)n1
    -28%	?	68%[activator]	-13%	5%	0%	4%	-9%
- CC1CCCCN1c1nnc(N)s1 (stereo unspecified)
    -3%	-14%	21%	-3%	-8%	8%	?	-4%
- O=C(NCc1cccnc1)C1CCN(S(=O)(=O)c2cccs2)CC1
    -4%	nt	nt	-4%	-1%	-4%	-2%	-9%
- C/C(=N/NC(=O)c1ccco1)c1cccc(NC(=O)c2ccc(C)s2)c1
    2%	?	-1%	-1%	-2%	13%	-8%	-1%
- CC1(C)Cc2cccc(OCC(=O)Nc3cccnc3)c2O1
    5%	-4%	1%	-2%	-2%	-2%	-1%	nt
- COc1ccc(/C=C/c2ccncc2)cc1OC
    4%	10µM*	13%	-5%	-2%	-2%	?	2%
- Fc1ccc(CSc2nnc(Cc3sc(-c4ccccc4)nc3-c3ccccc3)o2)cc1
    10%	-11%	-5%	6%	-5%	-22%	-4%	0%
- Cn1cc(CC(=O)NC2CCCCC2)c2ccccc21
    -2%	0%	10%	-1%	-1%	-14%	0%	-3%
- CC(NC(=O)COC(=O)c1ccc2ccccc2n1)C1CC2CCC1C2 (stereo unspecified)
    -2%	15%	3%	9%	-10%	-8%	?	-2%
- COc1cc(/C=N/NC(=S)Nc2cccc(S(=O)(=O)N(C)C)c2)cc(OC)c1O
    -27%	-8%	8%	-6%	?	?	22µM*	-1%
- COc1ccc(CNC(=O)Nc2ccc3c(c2)N(C)C(=O)CS3)cc1
    0%	nt	29%	-4%	7%	-1%	-7%	0%
- COC(=O)c1sccc1NC(=O)C1CC=CCC1C(=O)O (stereo unspecified)
    3%	9%	-5%	-5%	-4%	8%	?	-1%
- COc1ccc(C2CC(c3cccs3)=NN2c2ccccc2)cc1 (stereo unspecified)
    -8%	nt	6%	1%	-8%	?	?	?
- Nc1nonc1C(=O)OCC(=O)N1CCOCC1
    5%	-12%	7%	4%	4%	9%	8%	?
- Cc1cc(=O)oc2cc(NS(=O)(=O)c3ccc(F)cc3)ccc12
    ?	nt	2%	?	-11%	?	?	?
- CCCn1c(=N)n(CC(=O)OCC)c2ccccc21
    -10%	-3%	4%	-2%	6%	3%	4%	9%
- Cc1nc2ccccc2n1CC(=O)N/N=C/c1cccnc1
    6%	-5%	6%	-18%	-1%	-8%	8%	9%
- C=C(C)Cn1c(C)cc(C)c(S(=O)(=O)c2ccc(C)cc2)c1=O
    3%	-22%	-1%	-3%	-18%	1%	?	-15%
- CCC(CC)NC(=O)c1cccc(NC(=O)C(C)C)c1
    -7%	?	0%	-12%	1%	2%	7%	1%
- COc1cc(CNC(C)C)c(Br)cc1OC1CCCC1
    3%	-2%	17%	-2%	-2%	-1%	-2%	?
- Cc1ccc(NC(=O)/C=C/c2ccc([N+](=O)[O-])s2)c(C)c1
    -4%	-102%[inhibitor]	11%	-7%	9%	3%	-8%	7%
- CCOC(=O)c1c(-c2cccc([N+](=O)[O-])c2)csc1NC(=O)C1CCCCC1
    -1%	-47%[inhibitor]	12%	0%	0%	2%	?	-19%
- CC(C)N1CCC(N2CCN(Cc3cc4c(cc3Cl)OCO4)CC2CCO)CC1 (stereo unspecified)
    -12%	-4%	8%	6%	-7%	2%	-6%	14%
- COc1ccccc1-c1nc2ccccc2nc1-c1ccccc1
    -1%	-25%	13%	-4%	11%	?	?	?
- O=C(COc1ccc(Cl)cc1Cl)Nc1ccccc1NS(=O)(=O)c1cccs1
    -3%	?	18%	3%	-10%	2%	?	11%
- Cn1c(=O)c2c(nc(N3CCN(c4ccccc4)CC3)n2CCCc2ccccc2)n(C)c1=O
    6%	-29%	10%	-2%	3%	2%	?	?
- O=S(=O)(Nc1ccc2nc(-c3ccc(Br)o3)[nH]c2c1)c1ccccc1
    9%	9%	3%	7%	-2%	-8%	-16%	-6%
- O=C(Oc1cccc(-c2cnc3ccccc3n2)c1)c1ccco1
    4%	13µM*	-7%	-3%	6%	?	-15%	-6%
- CC(C)Oc1ccc(-c2nn(-c3ccccc3)cc2/C=c2\sc3ncnn3c2=O)cc1
    -10%	-2%	-48%	-4%	-2%	5%	3%	4%
- Cc1c(CC(Cl)(Cl)Cl)c2c(n1O)CC(C)(C)CC2=O
    -10%	-5%	10%	4%	-4%	10%	5%	-5%
- CCC(c1nnnn1C1CCCC1)N1CCN(c2cccc(OC)c2)CC1 (stereo unspecified)
    3%	-18%	14%	6%	11%	-5%	9%	8%
- O=C(NN1CCOCC1)c1cn(-c2ccccc2)nc1-c1cccs1
    17%	nt	1%	-5%	5%	-23%	nt	nt
- Cn1c(=O)[nH]c(NC2CCCCC2)c(N=O)c1=O
    6%	4%	7%	5%	-4%	8%	-7%	1%
- CN(C)c1cccc(O)c1
    2%	-3%	1%	-2%	nt	nt	8.9µM*	nt
- CCOC(=O)c1[nH]c2ccc(Cl)cc2c1-c1ccccc1
    3%	-18%	-21%	-9%	-4%	-4%	?	10%
- Cc1ccccc1CN(C)CC(=O)NC(C)CCc1ccccc1 (stereo unspecified)
    -2%	10%	9%	nt	-2%	5%	?	-9%
- COc1ccc(S(=O)(=O)N(C)c2ccc(OCC(=O)Nc3cc(C)on3)cc2)cc1
    1%	4%	-2%	-4%	11%	-1%	?	-5%
- CCN(CC)CCCN1C(=O)c2oc3ccccc3c(=O)c2C1c1cccs1 (stereo unspecified)
    -4%	-15%	18%	0%	-7%	?	?	-5%

Not all compounds are listed (hit frequency here may not be typical).
